Screening results (PubChem BioAssay)
Chronic BCR inh: qHTS Assay to Find Inhibitors of Chronic Active B-Cell Receptor Signaling; ABC-DLBCL IkBa-CBG/CBR reporter, luminescence ratio, 4 h; Potency, µM (highest dose often 46.1 µM), for inactives: at the highest dose ratio change, negative = lower green/red ratio, usual class: inhibitors; 340,000 tested, 0.05% active; active = well fitted inhibition curve with a large enough effect in the signal ratio, with a control signal flat, not every such curve was filed as active; inconclusive = small, poorly fitted or top-dose-only effect, or effect the other way, or a change in a side signal; the % refers to the signal ratio;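 note: potency is the fitted concentration of half-maximal effect; plate controls were basal doxycycline-induced cells for no effect and cells given 10 µM MG132 for full effect; MG132 reads +100%, hits lower the ratio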
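TMD8 ABC-DLBCL cells carrying doxycycline-inducible green luciferase fused to IkappaBalpha plus unfused red luciferase were exposed to compounds (up to 46 uM) for 4 hrs at 37C. Activity came from the overlap-corrected green/red luminescence ratio.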
B2AR arrestin: qHTS assay of beta-arrestin-biased ligands of beta2-adrenergic receptor; Beta-2 adrenergic receptor (Homo sapiens), P07550; beta-arrestin recruitment to beta2AR, cell-based reporter; Potency, µM (titrated, usually from 46.1 µM), for the others: top-dose activation, hits mostly activators; 330,000 tested, 0.02% active; AID 492947, 2010;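 note: potency is the fitted concentration of half-maximal effect; 0% = DMSO controls and full agonism = EC100 isoproterenol or metaproterenol; nearly all actives have a fitted effect of over 65% in size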
Target sequence (P07550 whole entry, looked up): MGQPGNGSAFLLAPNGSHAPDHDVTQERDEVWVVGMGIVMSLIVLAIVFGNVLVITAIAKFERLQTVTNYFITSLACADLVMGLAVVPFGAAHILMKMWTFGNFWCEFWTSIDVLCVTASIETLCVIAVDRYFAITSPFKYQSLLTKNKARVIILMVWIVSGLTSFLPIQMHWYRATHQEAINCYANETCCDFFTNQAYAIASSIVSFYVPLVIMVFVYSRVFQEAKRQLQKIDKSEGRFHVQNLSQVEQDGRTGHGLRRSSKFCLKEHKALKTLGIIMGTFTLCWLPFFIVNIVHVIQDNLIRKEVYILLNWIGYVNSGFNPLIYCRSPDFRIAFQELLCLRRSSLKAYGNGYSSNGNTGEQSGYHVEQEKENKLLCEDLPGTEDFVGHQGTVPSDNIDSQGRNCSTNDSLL
TCR activator: Activators of T cell receptors: qHTS campaign. primary human leukocytes, anti-CD3, IL-2 HTRF, 48 h. Potency, µM (titrated, usually from 9.22 µM), inactives show at the highest dose activation of IL-2 secretion, usual class: activators. 330,000 tested, under 10 active; note: % of control where 0% means no effect
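IL-2 produced over 48 hr by a-CD3 bead-stimulated primary human leukocytes exposed to compounds was detected with a homogeneous time-resolved FRET immunoassay, 665nm acceptor signal after 320nm excitation.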
Eya2 phos inh: qHTS Assay for Inhibitors of the Phosphatase Activity of Eya2. Potency, µM (series often up to 76.9 µM), without a hit: top-dose activity, negative = inhibition, most hits filed as inhibitors. 330,000 tested, 0.006% active. recombinant Eya2, OMFP fluorescence dephosphorylation (OMFP is methylfluorescein phosphate). Protein phosphatase EYA2 (Homo sapiens), O00167; note: potency is the fitted concentration of half-maximal effect; % is set by controls: 0 for no effect and ±100 for the full control effect
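Eya2 protein (added as 0.2 uM solution) was preincubated with compound for 10 min at ambient temperature in 50 mM HEPES pH 7.5, 50 mM NaCl, 5 uM MgCl2, 0.05% BSA, 1 mM DTT. OMFP (added at 50 uM) then reacted 10 min; fluorescence read at 485/525 nm.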
uPA generation: qHTS for Inhibitors of Cell Surface uPA Generation; 330,000 tested, 0.31% active; AID 540303, 2011; cell surface uPA generation assay, qHTS; Potency, µM (doses to about 38.3 µM), inactives show at the highest dose activity change, negative = inhibition, most hits filed as inhibitors; active = well fitted inhibition curve with a large enough effect; inconclusive = small, poorly fitted or top-dose-only effect; inactive = no such curve, though single readings can be large or run the other way; tested in mouse RAW 264.7 cells; note: potency is the fitted concentration of half-maximal effect; % is set by controls: 0 for no effect and ±100 for the full control effect; nearly all actives have a fitted effect of over 55% in size
USP2a block: qHTS Assay for Inhibitors of Ubiquitin-specific Protease USP2a Using CHOP2 as the Reporter | USP2 core, Ub-CHOP2 coupled fluorogenic reporter, 485/531 | 330,000 tested, 0.01% active | Potency, µM (titrated, usually from 38.3 µM), inactives show at the highest dose activity change, negative = inhibition, usual class: inhibitors;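 note: potency is the fitted concentration of half-maximal effect; plate controls were DMSO wells for no effect and full inhibition by NEM control for full effect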
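USP2 core (10nM final) preincubated 30min RT with compound in 20mM Tris-HCl pH 8.0, 2mM CaCl2, 2mM beta-mercaptoethanol, 0.05% CHAPS; 25nM Ub-CHOP2 plus 25nM reporter substrate added, fluorescence (Ex485/Em531) read after 60min.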
ELG1 DNA repair: qHTS screen for small molecules that inhibit ELG1-dependent DNA repair in human embryonic kidney (HEK293T) cells expressing luciferase-tagged ELG1 | 330,000 tested, 2.3% active | HEK293T ELG1-luciferase reporter, luminescence, 16 h; DNA damage induced by 5-fluorouridine | Potency, µM (series often up to 46.1 µM), for inactives: top-dose activity change, negative = inhibition, hits mostly inhibitors; note: potency is the fitted concentration of half-maximal effect; % is set by controls: 0 for no effect and ±100 for the full control effect; nearly all actives have a fitted effect of over 55% in size
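5-Fluorouridine DNA damage + compound/DMSO, 2,000 cells/well, 16 h, 37 °C/5% CO2. ONE-Glo, 30 min RT, luminescence. Readout = decrease in reporter signal.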
TSG101-PTAP inh: qHTS Assay for Iinhibitors of HIV-1 Budding by Blocking the Interaction of PTAP/TSG101 | 340,000 tested, under 10 active | Fluorescence polarization, FITC-PTAP peptide / Tsg101 binding | Tumor susceptibility gene 101 protein (Homo sapiens), Q99816 | Potency, µM (doses to about 115 µM), for the others: top-dose activity change, negative = inhibition, actives largely listed as inhibitors; active = well fitted inhibition curve with a large enough effect in the main read-out, with a control signal flat, not every such curve was filed as active; inconclusive = small, poorly fitted or top-dose-only effect, or effect the other way, or a change in a side signal; inactive = no such curve, though single readings can be large or run the other way; note: potency is the fitted concentration of half-maximal effect; % of control where 0% means no effect
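Tsg101 binding domain (10 uM final) was mixed with compound and a FITC-labeled PTAP peptide (50 nM final) in HEPES pH 7.5 buffer with NaCl, Tween 20, EDTA and TCEP; fluorescence polarization was read after 20 min at r.t.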
TSHR antagonist: Antagonists of the Thyroid Stimulating Hormone Receptor: HTS campaign | activity change, negative = inhibition, % at 11.5 µM | AID 504810, 2011 | TSHR-expressing cells, TSH-stimulated cAMP HTRF, 2 h; active compounds read low | Thyrotropin receptor (Homo sapiens), P16473 | 330,000 tested, 0.2% active;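 active = activity change below a set negative limit, meaning inhibition stronger than a set level, cut at about -70% in these data; inconclusive = activity change between two set negative limits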; note: % is set by controls: 0 for no effect and ±100 for the full control effect
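Read-out is FRET at 665 nm (cryptate excitation 337 nm) from a cryptate-tagged anti-cAMP antibody, competed by cell cAMP against cAMP-d2. Compounds are tested on freshly harvested TSHR cells challenged with 4nM TSH (EC80) for 2 hours at 37 deg C.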
Tb PFK inh: qHTS Assay to Find Inhibitors of T. brucei phosphofructokinase; AID 485367, 2010; T. brucei PFK, ADP-Glo luminescence; 330,000 tested, 0.17% active; Potency, µM (series often up to 57.5 µM), for the others: at the highest dose activity, negative = inhibition, usual class: inhibitors; ATP-dependent 6-phosphofructokinase (Trypanosoma brucei brucei), O15648;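 note: potency is the fitted concentration of half-maximal effect; 0% = uninhibited 1x PFK enzyme wells and -100% = no-enzyme wells; nearly all actives have a fitted effect of over 60% in size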
Target sequence (O15648 whole entry, looked up): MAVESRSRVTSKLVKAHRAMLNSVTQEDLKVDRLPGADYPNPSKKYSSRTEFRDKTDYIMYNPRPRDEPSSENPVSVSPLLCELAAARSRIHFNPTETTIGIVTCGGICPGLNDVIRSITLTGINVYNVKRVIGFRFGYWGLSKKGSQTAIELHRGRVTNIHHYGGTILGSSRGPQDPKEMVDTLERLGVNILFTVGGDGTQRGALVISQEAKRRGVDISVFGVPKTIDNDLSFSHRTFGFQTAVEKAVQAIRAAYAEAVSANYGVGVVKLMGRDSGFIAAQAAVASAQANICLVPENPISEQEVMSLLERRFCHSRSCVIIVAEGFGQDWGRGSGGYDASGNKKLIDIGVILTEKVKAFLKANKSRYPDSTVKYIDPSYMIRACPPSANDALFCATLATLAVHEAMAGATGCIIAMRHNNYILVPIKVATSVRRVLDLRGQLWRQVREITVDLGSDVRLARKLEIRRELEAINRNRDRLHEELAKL
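1.25 nM PFK with 0.5 mM F6P and 0.1 mM ATP in 0.1 M TEA pH 8.0, 5 mM MgCl2, incubated 45 min at room temperature; ADP measured by ADP-Glo luminescence; compounds titrated up to 57 uM.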
Mito fusion yeast: qHTS Assay for Small Molecule Inhibitors of Mitochondrial Division or Activators of Mitochondrial Fusion; S. cerevisiae fusion-defective mutant growth rescue, CellTiterGlo 48 h; 320,000 tested, 0.23% active; AID 485298, 2010; Potency, µM (series often up to 46.1 µM), inactives show at the top dose growth rescue (activation), usual class: activators;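 note: potency is the fitted concentration of half-maximal effect; % of control where 0% means no effect; nearly all actives have a fitted effect of over 45% in size; temperature-sensitive fusion mutants such as fzo1-1 at 37 °C on non-fermentable ethanol glycerol medium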
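Growth-rescue viability read-out: after 48 h at the non-permissive 37C in glycerol/ethanol YPEG, yeast mitochondrial fusion mutants are measured by CellTiterGlo luminescence; compounds (23 nl pinned per well) restoring growth score as division inhibitors or fusion activators.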
An asterisk follows results filed as active; [ ] = another dose, or the depositor's remark. Unless noted, calls come from the whole dose curve; as a rule, active = well fitted curve in the direction sought with a large enough effect; inconclusive = small, poorly fitted or top-dose-only effect, or another doubt; inactive = no such curve, though single readings can be large; an effect the other way counts as inactive or inconclusive.

Screening C/C(=N\NC(=O)C1COc2ccccc2O1)c1ccc(C)o1 (configuration not stated) returned Chronic BCR inh inconclusive, B2AR arrestin -0.8%, TCR activator 2%, Eya2 phos inh -12%, uPA generation 1%, USP2a block -1%, ELG1 DNA repair 11%, TSG101-PTAP inh -7%, TSHR antagonist 3, Tb PFK inh -10% and Mito fusion yeast 0%.
Screening COc1ccc2[nH]c(C(=O)N/N=C/c3ccc(O)cc3O)cc2c1 returned Chronic BCR inh inconclusive, B2AR arrestin -1.0%, TCR activator 3%, Eya2 phos inh 0%, uPA generation inconclusive, USP2a block -4%, ELG1 DNA repair inconclusive, TSG101-PTAP inh -3%, TSHR antagonist -8, Tb PFK inh 0% and Mito fusion yeast 7%.
Screening COc1ccc([N+](=O)[O-])cc1NC(=S)NC(NC(=O)Cc1ccc(OC)c(OC)c1)C(Cl)(Cl)Cl (configuration not stated) returned Chronic BCR inh -10%, B2AR arrestin -1.0%, TCR activator 2%, Eya2 phos inh 2%, uPA generation -2%, USP2a block 1%, ELG1 DNA repair inconclusive, TSG101-PTAP inh -11%, TSHR antagonist -13, Tb PFK inh -6%[0.46 µM] and Mito fusion yeast 0%.
For CC(C)(C)n1ncc2c(=O)n(CC(=O)NCc3ccccc3Cl)cnc21 the results were Chronic BCR inh 0%, B2AR arrestin -0.8%, TCR activator 1%, Eya2 phos inh 7%, uPA generation -5%, USP2a block 2%, ELG1 DNA repair inconclusive, TSG101-PTAP inh -7%, TSHR antagonist 5, Tb PFK inh inconclusive and Mito fusion yeast -2%.
`CC(C)(C)OC(=O)N1CCC(NC(=O)c2nc[nH]c2C(=O)N2CCc3ccccc3C2)CC1` gave Chronic BCR inh 0%, B2AR arrestin 0.4%, TCR activator -4%, Eya2 phos inh 0%, uPA generation 8%, USP2a block -2%, ELG1 DNA repair 9%, TSG101-PTAP inh -2%, TSHR antagonist 3, Tb PFK inh 0% and Mito fusion yeast -2%.
Screening Cc1ccc(-c2nnc(SCC(=O)NNC(=O)COc3ccccc3C)n2C)cc1 returned Chronic BCR inh 0%, B2AR arrestin -0.8%, TCR activator -1%[46.1 µM], Eya2 phos inh 6%, uPA generation 2%, USP2a block 2%, ELG1 DNA repair 0%, TSG101-PTAP inh -2%, TSHR antagonist 6, Tb PFK inh 4% and Mito fusion yeast -21%.
`O=C(Cn1c(=O)[nH]c2ccccc2c1=O)N1CCN(Cc2ccc3c(c2)OCO3)CC1` gave Chronic BCR inh -5%, B2AR arrestin 0.3%, TCR activator 11%, Eya2 phos inh 1%, uPA generation -2%, USP2a block 0%, ELG1 DNA repair 23µM*, TSG101-PTAP inh -9%, TSHR antagonist -2, Tb PFK inh 0% and Mito fusion yeast 2%.
Screening COc1cccc(NC(=O)NCCc2ccc(Cl)cc2)c1 returned Chronic BCR inh inconclusive, B2AR arrestin -0.2%, TCR activator 6%, Eya2 phos inh -20%, uPA generation 1%, USP2a block 0%, ELG1 DNA repair 10%, TSG101-PTAP inh -3%, TSHR antagonist 0, Tb PFK inh inconclusive and Mito fusion yeast 9%.
`[O-][n+]1c2c(c3c4non(O)c4ccc31)CCCC2` gave Chronic BCR inh inconclusive, B2AR arrestin -0.5%, TCR activator 4%, Eya2 phos inh 9%, uPA generation -6%, USP2a block 3%, ELG1 DNA repair 23µM*, TSG101-PTAP inh -8%, TSHR antagonist inconclusive, Tb PFK inh -2% and Mito fusion yeast -8%.
`COCCN(CC1CCCN(C2Cc3ccccc3C2)C1)C(=O)CSC` (configuration not stated) gave Chronic BCR inh 2%, B2AR arrestin 0.0%, TCR activator 1%, Eya2 phos inh 5%, uPA generation 0%, USP2a block -2%, ELG1 DNA repair -1%, TSG101-PTAP inh -5%, TSHR antagonist -15, Tb PFK inh 6% and Mito fusion yeast -4%.
For COc1ccc(CC(C)NS(=O)(=O)c2ccc3c(c2)CCN3S(C)(=O)=O)cc1OC (configuration not stated) the results were Chronic BCR inh -6%, B2AR arrestin -0.9%, TCR activator -1%, Eya2 phos inh -1%, uPA generation 1%, USP2a block 1%, ELG1 DNA repair -11%, TSG101-PTAP inh -2%, TSHR antagonist 16, Tb PFK inh -6% and Mito fusion yeast 3%.
`Cc1ccc(NC(=O)CCN2CCN(C/C=C/c3ccccc3)CC2)cc1` gave Chronic BCR inh inconclusive, B2AR arrestin -0.2%, TCR activator -7%, Eya2 phos inh -1%, uPA generation -1%, USP2a block 3%, ELG1 DNA repair -20%, TSG101-PTAP inh -4%, TSHR antagonist 15, Tb PFK inh 2% and Mito fusion yeast 1%.
For COc1ccc(-c2cn(CCO)c(CCN)n2)cc1 the results were Chronic BCR inh 1%, B2AR arrestin -0.1%, TCR activator -3%, Eya2 phos inh -18%, uPA generation 0%, USP2a block -2%, ELG1 DNA repair 1%, TSG101-PTAP inh -2%, TSHR antagonist 3, Tb PFK inh 0% and Mito fusion yeast 1%.
For CC(=O)Nc1ccc(C2(O)COc3ccccc3O2)cc1 (configuration not stated) the results were Chronic BCR inh 0%, B2AR arrestin -1.0%, TCR activator -2%, Eya2 phos inh -2%, uPA generation 4%, USP2a block 0%, ELG1 DNA repair inconclusive, TSG101-PTAP inh 2%, TSHR antagonist -9, Tb PFK inh 2% and Mito fusion yeast 0%.
`O=C(CCOc1ccccc1)Nc1ccc(Cl)c(S(=O)(=O)N2CCOCC2)c1` gave Chronic BCR inh -10%, B2AR arrestin -0.2%, TCR activator 3%, Eya2 phos inh 39%, uPA generation inconclusive, USP2a block 1%, ELG1 DNA repair -19%, TSG101-PTAP inh -1%, TSHR antagonist 0, Tb PFK inh 0% and Mito fusion yeast 0%.
`Cc1ccc(CNC(=O)COc2ccc(S(=O)(=O)NC(C)C)cc2)cc1` gave Chronic BCR inh inconclusive, B2AR arrestin 0.4%, TCR activator 0%, Eya2 phos inh -5%, USP2a block 0%, ELG1 DNA repair -6%, TSG101-PTAP inh 0%, TSHR antagonist 0, Tb PFK inh -2% and Mito fusion yeast -1%.
Screening Cc1ccc(-c2nc(NCc3ccco3)n(C(=O)c3ccco3)n2)cc1 returned Chronic BCR inh inconclusive, B2AR arrestin -0.1%, TCR activator 6%, Eya2 phos inh -10%, uPA generation 1%, USP2a block 2%, ELG1 DNA repair inconclusive, TSG101-PTAP inh -9%, TSHR antagonist -8, Tb PFK inh -1% and Mito fusion yeast -8%.
CCC(C)(C(=O)NC1CCCC1)N(Cc1cccs1)C(=O)Cc1cccs1 (configuration not stated) was read as Chronic BCR inh inconclusive, B2AR arrestin 0.1%, TCR activator 1%, Eya2 phos inh 9%, uPA generation 0%, USP2a block -2%, ELG1 DNA repair inconclusive, TSG101-PTAP inh -4%, TSHR antagonist -5, Tb PFK inh 1% and Mito fusion yeast 10%.
CCC1CCCCN1CCCNC(=O)C1CCC(=O)N1Cc1ccc(C)cc1 (configuration not stated) was read as Chronic BCR inh inconclusive, B2AR arrestin 0.3%, TCR activator 0%, Eya2 phos inh 15%, uPA generation 6%, USP2a block 1%, ELG1 DNA repair 1%, TSG101-PTAP inh -2%, TSHR antagonist 13, Tb PFK inh -1% and Mito fusion yeast 2%.
`Cc1cc(C(F)(F)F)nc(SCCN2CCCCC2)c1C#N` gave Chronic BCR inh 2%, B2AR arrestin -0.7%, Eya2 phos inh 1%, uPA generation 1%, USP2a block 0%, ELG1 DNA repair -6%, TSG101-PTAP inh 1%, TSHR antagonist 3, Tb PFK inh 0% and Mito fusion yeast -2%.
For O=S1(=O)CC(O)C(Nc2ccccc2Cl)C1 (configuration not stated) the results were Chronic BCR inh 8%, B2AR arrestin 0.5%, TCR activator -1%, Eya2 phos inh -12%, uPA generation -2%, USP2a block 5%, ELG1 DNA repair 16%, TSG101-PTAP inh -1%, TSHR antagonist -3, Tb PFK inh 0% and Mito fusion yeast -2%.
